Source: PubChem BioAssay
All columns: NCI-60 one-dose screen, growth in % after 48 h at 10 µM unless noted; 100 = growth as untreated, 0 = no growth, -100 = all killed.
SNB-19 – SNB-19 CNS cancer cells; AID 1794751; 81,000 compounds, 2.5% hits
HCC-2998 – HCC-2998 colon cancer | AID 1794799 | 79,000 compounds, 4.7% hits
SF-539 – SF-539 CNS cancer; 81,000 compounds, 6.8% hits; AID 1794752
U251 – U251 CNS tumor cells. 80,000 compounds, 5.4% hits. AID 1794753
PC-3 – PC-3 prostate cancer cells; 80,000 compounds, 3.9% hits
SNB-75 – SNB-75 CNS cancer | 79,000 compounds, 5% hits
DU-145 – DU-145 prostate cancer; 81,000 compounds, 4.2% hits
SF-268 – SF-268 CNS cancer cells; AID 1794759; 82,000 compounds, 3.1% hits
SF-295 – SF-295 CNS cancer cells; 79,000 compounds, 5.6% hits; AID 1794758
An asterisk follows results filed as active; x = not tested or not shown. Rule for the calls: active = growth percent below 10; inactive = the rest.

SMILES	SNB-19	HCC-2998	SF-539	U251	PC-3	SNB-75	DU-145	SF-268	SF-295
Cc1c(C(=O)NCCN(C)C)n(C)c(=O)c2ccccc12	100	102	112	x	93	90	104	100	105
O=C(/C(=C\c1ccc([N+](=O)[O-])cc1)S(=O)Cc1ccc(F)cc1)c1ccc(F)cc1 (configuration not stated)	41	46	39	10	7.5*	72	33	32	78
NC(=O)OCC(N)C(=O)O (configuration not stated)	103	94	103	104	79	99	122	111	124
Fc1ccc(/C=C/c2cc(/C=C/c3ccc(F)cc3)n(-c3cccc(C(F)(F)F)c3)n2)cc1	107	103	110	101	101	104	112	96	111
COC(=O)/C(CCC=C(C)C)=C1\[C@@H](OC(C)=O)C[C@@]2(C)[C@H]1C[C@@H](O)[C@H]1[C@@]3(C)CC[C@H](NCc4ccccc4)[C@@H](C)[C@@H]3CC[C@@]12C	82	73	70	49	31	65	75	64	86
Cc1nc2c(=O)[nH]c(SCC(=O)O)nc2[nH]c1=O	96	104	97	105	93	94	103	99	98
CC(OC=O)C(=O)O (configuration not stated)	95	112	99	101	94	89	104	95	100
COc1cc(/C=C2\C(=O)NC(=O)N(c3ccc(Cl)cc3)C2=O)ccc1O	81	x	97	104	x	101	100	111	120
CC(=O)N[C@H](Cc1ccccc1)C(=O)N[C@H](CS)C(=O)N[C@@H](CCCCN)C(=O)N[C@@H](C)C(=O)N[C@H](Cc1ccccc1)C(=O)N[C@H](CCCNC(=N)N)C(=O)N[C@H](CCCNC(=N)N)C(=O)N[C@H](CCCNC(=N)N)C(=O)N[C@H](CCCNC(=N)N)C(=O)N[C@H](CCCNC(=N)N)C(=O)N[C@H](CCCNC(=N)N)C(=O)N[C@H](CCCNC(=N)N)C(=O)N[C@H](CCCNC(=N)N)C(N)=O	x	105	96	116	99	93	109	106	100
CC(=O)Nc1ccc(/C=N/NC(N)=S)c(C)c1	x	96	98	101	103	86	106	98	105
COc1ccc(-c2nnc(COc3ccc(NS(C)(=O)=O)cc3F)o2)cc1	96	107	109	95	96	94	103	98	98
O=C1/C=C/[C@@H](O)[C@@H]2C[C@@H](O)C[C@H]2/C=C/CCC[C@H](CCc2ccccc2)O1	31	16	26	20	17	29	14	17	1.4*
COC(=O)c1nc(N)nc(C(=O)OC)c1C(=O)c1ccccn1	100	96	98	99	100	90	104	100	95
CC(=O)c1sc(/N=C2\NC(=O)/C(=C/c3ccc(Cl)cc3)S2)nc1C	110	101	107	99	108	99	105	102	102
COc1cc2oc(-c3ccc(NC(=O)c4ccc(C#N)cc4)cc3)cc(=O)c2c(OC)c1OC	99	103	90	108	99	97	104	96	105
Oc1ccccc1/C=N/Nc1nc(N/N=C/c2ccccc2O)nc(N2CCOCC2)n1	42	59	52	22	24	-4.1*	36	72	20
O=C(CS(=O)(=O)c1ccccc1)CS(=O)(=O)c1ccccc1	106	111	x	109	85	119	122	103	128
O=C(CSc1nnc2n3c(nn12)SCC(c1ccccc1)=N3)c1ccccc1	105	115	108	102	108	101	108	100	105
CN(C)c1ccc(/C=C2\Cc3cc(F)ccc3C2=O)cc1	104	99	99	97	75	103	91	99	93
Cc1cc(C)n(C(=O)CC#N)n1	110	107	114	104	116	114	114	103	113

Entries shown so far containing sulfur (8):
SMILES	SNB-19	HCC-2998	SF-539	U251	PC-3	SNB-75	DU-145	SF-268	SF-295
O=C(/C(=C\c1ccc([N+](=O)[O-])cc1)S(=O)Cc1ccc(F)cc1)c1ccc(F)cc1 (configuration not stated)	41	46	39	10	7.5*	72	33	32	78
Cc1nc2c(=O)[nH]c(SCC(=O)O)nc2[nH]c1=O	96	104	97	105	93	94	103	99	98
CC(=O)N[C@H](Cc1ccccc1)C(=O)N[C@H](CS)C(=O)N[C@@H](CCCCN)C(=O)N[C@@H](C)C(=O)N[C@H](Cc1ccccc1)C(=O)N[C@H](CCCNC(=N)N)C(=O)N[C@H](CCCNC(=N)N)C(=O)N[C@H](CCCNC(=N)N)C(=O)N[C@H](CCCNC(=N)N)C(=O)N[C@H](CCCNC(=N)N)C(=O)N[C@H](CCCNC(=N)N)C(=O)N[C@H](CCCNC(=N)N)C(=O)N[C@H](CCCNC(=N)N)C(N)=O	x	105	96	116	99	93	109	106	100
CC(=O)Nc1ccc(/C=N/NC(N)=S)c(C)c1	x	96	98	101	103	86	106	98	105
COc1ccc(-c2nnc(COc3ccc(NS(C)(=O)=O)cc3F)o2)cc1	96	107	109	95	96	94	103	98	98
CC(=O)c1sc(/N=C2\NC(=O)/C(=C/c3ccc(Cl)cc3)S2)nc1C	110	101	107	99	108	99	105	102	102
O=C(CS(=O)(=O)c1ccccc1)CS(=O)(=O)c1ccccc1	106	111	x	109	85	119	122	103	128
O=C(CSc1nnc2n3c(nn12)SCC(c1ccccc1)=N3)c1ccccc1	105	115	108	102	108	101	108	100	105

Next results.
SMILES	SNB-19	HCC-2998	SF-539	U251	PC-3	SNB-75	DU-145	SF-268	SF-295
Cc1c(C(=O)Nc2ccccc2F)sc2c(=O)[nH]cnc12	96	93	109	90	82	78	112	106	85
COc1ccc(/C=C2\N=C(Nc3ccccc3)N(/N=C/C(O)C(O)C(O)C(O)CO)C2=O)cc1 (configuration not stated)	104	107	102	94	91	87	109	103	x
COc1ccc(-c2cc3cnc4ccc(Br)cc4c3oc2=O)cc1	102	103	103	106	102	105	109	98	98
COc1ccc(NC(=O)c2sc3nc(C)c(C(=O)c4ccc(OC)cc4)cc3c2N)cc1	65	89	51	40	56	21	65	62	44
NS(=O)(=O)c1ccc(CCNC(=O)CSc2nc(-c3ccccc3)cc(=O)[nH]2)cc1	100	115	95	107	93	116	109	106	111
O=C1c2ccccc2C(=O)N1c1n[nH]c2nc3ccccc3cc12	102	107	104	101	91	100	114	106	101
NC(=O)c1cc(N)nc(Cl)n1	95	99	104	103	102	85	99	98	98
COC(=O)[C@]12CC[C@@H](C)[C@H](C)[C@@H]1C1=CC[C@@H]3[C@@]4(C)C(C=O)=C[C@@](C)(COC(=O)c5ccco5)[C@@H]4[C@H](O)C[C@@]3(C)[C@]1(C)CC2	7.8*	-85*	-63*	-77*	-8.0*	x	-74*	2.9*	-76*
O=C1Nc2ccc(Cl)cc2/C1=C/c1c[nH]c2ccccc12	80	96	87	80	76	39	92	x	103
CC[C@@H]1OC(=O)[C@H](C)[C@@H](O[C@H]2C[C@@](C)(OC)[C@@H](O)[C@H](C)O2)[C@H](C)[C@@H](O[C@@H]2O[C@H](C)C[C@H](N(C)C)[C@H]2O)[C@](C)(O)C[C@@H](C)[C@@H]2N[C@@H](COCCOC)O[C@H]([C@H]2C)[C@]1(C)O	104	99	106	97	111	77	100	112	110
Clc1ccc(-c2cc(-c3cn(-c4ccccc4)nc3-c3ccc(OCc4ccccc4)cc3)on2)cc1	106	113	110	99	82	100	116	109	109
C[C@@H](CN)NC(=O)c1cc2cc(Cl)c(F)c(F)c2[nH]1	96	104	95	98	86	x	103	87	92
COc1ccc(-c2cs/c(=N\N=C\c3cccc(C)c3)n2C)cc1	93	98	91	79	83	109	96	95	87
Nc1nnc(-c2ccc(N=Nc3ccc(S(N)(=O)=O)cc3)cc2)s1	100	99	87	89	91	59	99	68	99
S=C=Nc1ccc(N2CCOCC2)cc1	92	99	89	98	90	66	108	100	85
COc1ccc(NC(=O)C2=C(C)Nc3ncnn3C2c2ccc(C)cc2)cc1 (configuration not stated)	107	102	105	103	102	105	108	115	96
O=C(/C=C/c1ccc(Br)cc1)c1ccccc1	87	99	100	69	82	101	96	91	97
CN(C)c1ccc(C2CC(c3cccs3)=NN2c2ccc(S(N)(=O)=O)cc2)cc1 (configuration not stated)	87	92	103	85	71	74	119	108	86
COCCn1cc(-c2nc(-c3cc4cccnc4n3C)cs2)c2cc(OC)ccc21	87	40	67	59	16	48	77	71	66
Nc1cc(-c2ccc3c(c2)OCCO3)nn1-c1nc2ccccc2[nH]1	100	102	100	103	93	73	97	93	94
Cc1ccc(C(=O)Nc2ccc(CNCCN3CCNCC3)c(C(F)(F)F)c2)cc1C#Cc1cnc2cccnn12	8.6*	3.9*	-83*	-6.3*	24	43	6.1*	-14*	-37*
COc1ccc2nc3ccccc3c(NCc3ccccc3)c2c1	24	-36*	12	23	29	46	22	44	20
OC1(c2ccccc2)CN(Cc2ccccc2)CCO1 (configuration not stated)	106	111	99	95	90	103	110	112	93
O=C(COc1ccccc1Cl)Nc1nc(-c2cccs2)cs1	97	96	99	93	97	101	97	101	268
O=C(Nc1ccc([N+](=O)[O-])cc1)OCC#CC#CCOC(=O)Nc1ccc([N+](=O)[O-])cc1	84	74	70	67	59	76	88	77	18
Cc1ccc(-c2nc3nc(-c4ccccc4)nc(N4CCN(S(C)(=O)=O)CC4)c3o2)cc1	90	107	86	86	97	65	101	95	97
O=C(Nc1ccc(S(=O)(=O)Nc2ccccn2)cc1)Nc1ccc(F)c(C(F)(F)F)c1	97	105	103	85	80	94	105	97	108
Nc1c(I)cc(I)cc1I	100	104	110	96	96	96	105	98	100
CC1CCN(C(=O)Nc2c(Cl)cccc2Cl)CC1	97	105	106	x	101	101	104	101	x
COc1ccc(-c2nc(SCCCCCC(=O)NO)[nH]c(=O)c2C#N)cc1OC	104	108	104	106	104	137	119	122	113
C=CCSCC1Nc2cc(Cl)c(S(N)(=O)=O)cc2S(=O)(=O)N1 (configuration not stated)	105	110	112	102	114	103	123	114	93
O=C1CCC(N2C(=O)c3cccc(NCCCCCC(=O)N4CCN(c5ccc6nc7c(nc6c5C(F)(F)F)C(=O)c5ncccc5C7=O)CC4)c3C2=O)C(=O)N1 (configuration not stated)	-72*	-98*	-95*	-90*	-20*	-76*	-88*	-30*	-84*
O=c1[nH]cccc1O	x	115	90	69	80	110	109	130	101
COc1ccc(/C=N/N(C)C)cc1	103	105	97	107	103	95	106	104	87
O=C1CCCCC1CCc1ccncc1 (configuration not stated)	108	x	91	104	111	104	104	97	122
CCCCCCCC(=O)OC	103	114	108	100	98	105	108	105	101
CCN(Cc1ccccc1)c1ccccc1	104	111	94	98	93	86	104	97	96
Cc1nccc2c3ccc(OCc4cn(Cc5ccc(C#N)cc5)nn4)cc3n(CCCc3ccccc3)c12	93	91	82	78	65	80	91	78	77
CC(=O)OC1Oc2cc(C)c(C)cc2-c2oc(=O)c(-c3ccc(F)cc3)cc21 (configuration not stated)	90	57	73	54	60	78	76	55	80
CC(=O)C1C(=O)C(=O)N(c2ccccc2)C1=O (configuration not stated)	103	82	105	96	94	91	x	99	103
CCn1c(O)c(N=Nc2ccc(S(N)(=O)=O)cc2)c2cc(Br)ccc21	96	104	101	94	98	104	102	102	99
O=C(O)c1cccc[n+]1[O-]	103	124	108	105	92	82	112	101	106
CCC(C)(c1ccc(O)c(C)c1)c1ccc(O)c(C)c1	105	107	94	94	86	65	110	90	88
COc1c(C(=O)Nc2ccc(C)c(Br)c2)ccc2ccccc12	95	100	92	96	88	88	97	96	91
COc1cc(CCCO)cc2c1OCO2	95	109	101	96	105	77	106	101	102
Nc1ccc(Oc2ccc(Cl)cc2)c(Cl)c1	85	98	x	77	86	82	100	81	100
O=S(=O)(NCCO)c1ccc(OCCOc2ccc(S(=O)(=O)NCCO)cc2)cc1	102	9.6*	94	94	89	95	107	102	98
